Bioassay records (PubChem)
TRPC6 activator: mouse TRPC6 channel activation | Q61143 | B-score at 10 µM | AID 2550 | 310,000 tested, 0.13% active | HEK293-TRPC6 membrane potential dye fluorescence; hits give high values;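 active means B-score of the integrated fluorescence ratio above library mean plus 3 SD, and starting fluorescence ratio within library mean plus 5 SD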;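 further: higher score means more depolarization so channel activation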
Target sequence (Q61143 whole entry, looked up): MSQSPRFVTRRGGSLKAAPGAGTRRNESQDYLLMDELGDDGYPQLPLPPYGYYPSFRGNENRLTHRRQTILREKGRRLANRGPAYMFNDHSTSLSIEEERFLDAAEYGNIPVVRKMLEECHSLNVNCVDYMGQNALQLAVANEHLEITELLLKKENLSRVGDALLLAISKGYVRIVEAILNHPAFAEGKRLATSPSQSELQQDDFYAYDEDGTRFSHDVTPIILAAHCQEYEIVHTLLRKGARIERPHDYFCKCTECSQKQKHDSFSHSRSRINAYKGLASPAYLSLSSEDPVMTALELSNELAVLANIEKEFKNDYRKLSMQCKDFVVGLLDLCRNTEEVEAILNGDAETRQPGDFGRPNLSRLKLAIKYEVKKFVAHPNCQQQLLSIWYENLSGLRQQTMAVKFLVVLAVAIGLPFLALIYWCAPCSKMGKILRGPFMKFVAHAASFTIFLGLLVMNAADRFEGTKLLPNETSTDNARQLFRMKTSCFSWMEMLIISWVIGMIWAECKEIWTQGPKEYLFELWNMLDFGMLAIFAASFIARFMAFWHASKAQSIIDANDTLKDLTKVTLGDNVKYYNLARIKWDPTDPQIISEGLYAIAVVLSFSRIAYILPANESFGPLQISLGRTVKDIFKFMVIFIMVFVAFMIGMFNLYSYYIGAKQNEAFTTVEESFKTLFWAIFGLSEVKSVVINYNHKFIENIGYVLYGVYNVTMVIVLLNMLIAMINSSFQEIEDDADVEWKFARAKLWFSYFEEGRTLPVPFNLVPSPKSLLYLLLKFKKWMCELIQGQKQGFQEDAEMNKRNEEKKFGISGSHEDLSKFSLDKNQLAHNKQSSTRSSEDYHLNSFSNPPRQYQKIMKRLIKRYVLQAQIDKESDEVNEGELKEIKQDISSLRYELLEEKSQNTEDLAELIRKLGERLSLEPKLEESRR
HIF activator: HIF pathway transcriptional activation | U2OS HRE-luciferase reporter, luminescence; normalized: DMSO 0%, desferrioxamine 100% | activation, % at 7.5 µM (by protocol) | 300,000 tested, 0.32% active | AID 1910;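 active means mean activation of at least 10% of the iron chelator positive control signal, with at least half of replicates also reaching 10%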
MrgX1 ag: agonists of human MrgX1 receptor; MrgX1-HEK293 cells, Fluo-4 calcium fluorescence, agonist mode; hits give high values; B-score at 10 µM; 310,000 tested, 0.44% active; AID 588627;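 active means calcium response B-score plate-corrected fluorescence ratio at least 3 library SD, with starting fluorescence B-score inside 5 SD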
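Assay system: MrgX1-expressing HEK293 cells / Amount: fifteen thousand cells per well / Doses: test compound in the initial addition of three / Timing: cells plated overnight, dye loaded 0.5 h 37 °C, 0.5 h room temperature / Technique: kinetic calcium dye fluorescence, Fluo-4 NW / Control set: positive and negative controls per plate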
RGS4 pot: RGS4 potentiation or activation; B-score at 10 µM; HEK293 M3R/inducible RGS4, carbachol calcium flux Fluo4; hits give low values; AID 463111; 310,000 tested, 0.92% active;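 active means B-score of the integrated calcium signal more than 4 SD below the library mean, with starting fluorescence not abnormally high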;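 further: negative B-score means reduced calcium response which marks RGS4 activation or potentiation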
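Reagent: ECmax carbachol challenge; Test system: M3R-expressing HEK293 line, RGS4 induced by doxycycline; Schedule: overnight RGS4 induction, 30 min dye load 37 °C, 20 min compound RT; Detection: calcium dye Fluo4 fluorescence; Read-out: Agonist-evoked peak-minus-minimum fluorescence over baseline, integrated ratio, B score.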
RGS4 block: human RGS4 inhibition. P49798. HEK293 M3R/RGS4 inducible, Fluo-4 calcium flux; hits give high values; triggered by carbachol at its EC20. B-score at 10 µM. 310,000 tested, 0.45% active. AID 463165;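 active means B-score, a plate-corrected calcium signal, over three deviations above library mean, with baseline fluorescence within five deviations of library mean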;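 further: RGS4 expression induced by doxycycline in cells with stable M3 receptor; B-score is computed from the integrated fluorescence ratio over baseline after carbachol; higher B-score means a larger calcium signal and so more RGS4 inhibition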
Target sequence (P49798 whole entry, looked up): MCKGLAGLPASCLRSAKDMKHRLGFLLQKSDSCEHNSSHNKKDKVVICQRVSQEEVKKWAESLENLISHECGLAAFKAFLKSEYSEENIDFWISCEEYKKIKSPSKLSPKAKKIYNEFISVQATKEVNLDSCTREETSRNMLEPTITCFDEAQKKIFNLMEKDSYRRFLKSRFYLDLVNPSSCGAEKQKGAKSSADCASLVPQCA
TRPC4 block: TRPC4 (mouse) channel inhibition; Q9QUQ5; HEK293 TRPC4beta/mu-opioid, DAMGO-evoked Fluo4 calcium flux; hits give low values; B-score at 10 µM; 300,000 tested, 0.39% active;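 active means B-score over 3 SD under the library average, no early fluorescence shift, positive overall ratio signal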
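Material: HEK293 cells with stable TRPC4beta plus mu-opioid receptor expression / Probe or stimulus: DAMGO in two steps, submaximal then maximal / Compound: single concentration per test compound / Technique: kinetic Fluo4 fluorescence imaging of calcium influx / Read-out: per-well B score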
SKKanGAS inh: blocks kanamycin growth of S. pyogenes SKKanGAS strain; BacTiter-Glo, 6 h; inhibition, % at 7.5 µM; 300,000 tested, 1.3% active;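 active means mean replicate score, as percent of positive control median, at least 50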;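 further: strain carries kanamycin resistance gene driven by streptokinase promoter and grows in 40 µg/ml kanamycin; loss of luminescence reflects streptokinase promoter inhibition or plain growth inhibition; 0% = median of DMSO wells and 100% = positive control at its reference dose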
MrgX1 allo act: human MrgX1 positive allosteric modulation, primary screen | Q96LB2 | MrgX1-HEK293, Fluo-4 calcium flux, FDSS; hits give high values | B-score at 10 µM | 310,000 tested, 0.63% active;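 active means plate-corrected calcium response at least 3 library SD above typical, normal starting fluorescence, not activating the receptor alone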;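 further: compound read alongside a low EC10 to EC30 dose of BAM8-22 agonist; peak minus trough fluorescence over baseline measured at the second addition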
MrgX1 antag: human MrgX1 receptor antagonism, primary screen; Q96LB2; AID 588676; B-score at 10 µM; 310,000 tested, 1.3% active; MRGX1-HEK293 calcium flux, Fluo-4, BAM8-22 antagonism; hits give low values;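 active means calcium-response B-score plate-corrected more than 3 library SD below zero, starting fluorescence within 5 deviations, no agonist response on first addition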;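 further: peak minus trough fluorescence over baseline after final BAM8-22 challenge near maximal dose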
TRPC6 inh: blocks the mouse TRPC6 cation channel; Q61143; HEK293-TRPC6, membrane potential dye, ACh-evoked depolarization; hits give low values; B-score at 10 µM; 310,000 tested, 1.1% active; AID 2553;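 active means B-score under library mean minus 3 SD, initial fluorescence not abnormally high, positive integrated signal ratio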;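 further: B-score derived from integrated fluorescence ratio over the kinetic read; more negative B-score means stronger inhibition of depolarization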
Platelet DG rel: modulates dense granule release in human platelets; AID 1663; inhibition, %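 (compounds screened at 7.5 µM in platelet-rich plasma)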; human platelet-rich plasma, SFLLRN dense granule ATP release, luminescence; 300,000 tested, 0.22% active;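 active means mean replicate score, as percent of positive control, at or above 50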
Numbers without * were called inactive; i = inactive; x = not tested or not shown.

SMILES	TRPC6 activator	HIF activator	MrgX1 ag	RGS4 pot	RGS4 block	TRPC4 block	SKKanGAS inh	MrgX1 allo act	MrgX1 antag	TRPC6 inh	Platelet DG rel
O=C(c1cccc(Oc2ccc([N+](=O)[O-])cc2)c1)N1CCOCC1	i	0.4	i	i	i	i	7.8	i	i	i	2.4
CCC(=O)Nc1cccc(C2=NOC3(C2)C[C@H](C(N)=O)N(C(=O)c2ccc(Cl)cc2)C3)c1 (some centres undefined)	i	-1.1	i	i	i	i	10.1	i	i	i	10.2
O=C(O)[C@H]1CCCC[C@H]1C(=O)Nc1ccc(Nc2ccccc2)cc1	i	1.1	i	i	i	i	-2.5	i	i	i	-8.9
CC(=O)Nc1ccc(S(=O)(=O)Oc2cccc(N3C(=O)C4CCCCC4C3=O)c2)cc1 (centres undefined)	i	-0.1	i	i	i	i	2.0	i	i	i	-0.6
O=C(CSc1ncc(C(F)(F)F)cc1Cl)NCC1CCCO1 (centres undefined)	i	0.3	i	i	i	i	-4.0	i	i	i	2.8
Cc1ccc(C(=O)NCCNC(=O)c2cnccn2)cc1	i	0.2	i	i	i	i	-1.7	i	i	i	1.2
COC(=O)/C(C#N)=C/c1ccc(-c2ccc(S(N)(=O)=O)cc2)o1	i	0.1	i	i	i	i	4.3	i	i	i	3.7
CC(C)n1c(O)c(N=NC(=O)Cn2ccc(C(F)(F)F)n2)c2ccccc21	i	-0.1	i	i	i	i	-17.3	i	i	i	7.0
COc1cccc(-c2ccc(SCC(=O)N3CCOCC3)nn2)c1	i	-0.2	i	i	i	i	-9.7	i	i	i	-24.6
COc1ccc(OC)c(C(=O)CCCC(=O)c2cc(OC)ccc2OC)c1	i	-9.6	i	i	i	i	-7.6	i	i	i	-10.2
Cc1ccc(NC(=O)Cn2c(=O)oc3ccccc32)cc1Cl	i	1.3	i	i	i	i	-2.3	i	i	i	-0.7
COc1ccc(OC)c(C2NC(=O)NC(C)=C2C(=O)Nc2ccc(C)cc2C)c1 (centres undefined)	i	0.4	i	i	i	i	-1.1	i	i	i	-0.7
Cc1ccccc1CN1C(=O)c2ccccc2Sc2ccc(C(=O)O)cc21	i	-1.6	i	i	i	i	6.7	i	i	i	17.3
COc1ccc(OCc2cc(C(=O)N(C)C3CCOCC3)no2)c2ccccc12	i	4.8	i	i	i	i	-1.7	i	i	i	3.7
COc1ccc(NC(=O)COC(=O)CNC(=O)c2cc(OC)c(OC)c(OC)c2)cc1	i	-0.6	i	i	i	i	-5.3	i	i	i	8.2
Clc1cccc(CN2CCSCC2)c1	i	-0.3	i	i	i	i	9.5	i	i	i	-6.1
COc1ccc(C2=NOC(CNC(N)=S)C2)cc1 (centres undefined)	i	-0.3	i	i	i	i	51.2*	i	i	i	1.6
Cc1nn(Cc2ccc(C(=O)N3CCCC3)o2)c(C)c1[N+](=O)[O-]	i	-0.5	x	i	i	i	-3.7	x	x	i	-4.4
C=CCN(C/C(=N\O)c1sc(C(=O)OCC)nc1C)c1cccc(Br)c1	i	-3.8	i	i	i	i	10.3	i	i	i	-0.3
CSc1ccccc1NC(=O)COc1nsnc1N1CCOCC1	i	0.5	i	i	i	i	4.8	i	i	i	0.7
CC(C)(C)c1ccc(NC(=O)Nc2ccc3ccccc3n2)cc1	i	-0.1	i	i	i	i	-10.9	i	i	i	10.1
COc1ccc(N2CCOCC2)c(NC(=O)c2ccco2)c1	i	-0.4	i	i	i	i	3.0	i	i	i	-1.4
CCC(=O)Nc1nc(C)c(-c2csc(Nc3ccccn3)n2)s1	i	1.6	i	i	i	i	14.9	i	i	i	0.4
CCOc1ccc(NCc2cc3cc(OC)ccc3[nH]c2=O)cc1	i	0.2	i	i	i	i	20.5	i	i	i	-5.2
O=C(NCC(=O)N1CCCCCCC1)c1ccccc1Br	i	0.1	i	i	i	i	-4.7	i	i	i	-4.6
CN(C)c1ccc(C(=S)N2CCN(C(=S)Nc3cccc4ccccc34)CC2)cc1	i	-0.3	i	i	i	i	3.4	i	i	i	-1.9
COc1ccc(CC(=O)Nc2c(C(N)=O)oc3ccccc23)cc1	i	-0.2	i	i	i	i	-2.2	i	i	i	-30.4
CCN(CC)C(=O)c1cccc2c1C(=O)c1ccccc1-2	i	-0.6	i	i	i	i	-3.9	i	i	i	2.7
COC(=O)COc1ccc(/C=N/NC(=O)c2ccc(N(Cc3ccccc3)S(C)(=O)=O)cc2)cc1	i	0.2	i	i	i	i	2.2	i	i	i	-6.6
CCOC(=O)c1cccc(NC(=O)CCn2cccc2)c1	i	0.1	i	i	i	i	-9.2	i	i	i	-2.1
CCCOc1cccc(/C=N/NC(=O)c2csc(C)c2C)c1	i	-33.3	i	i	i	i	0.2	i	i	i	-5.8
O=C(NCCc1ccc(F)cc1)c1ccncc1	i	0.5	i	i	i	i	-1.7	i	i	i	1.7
CC(=O)NC1CCCN(O)C(=O)/C=C(\C)CCOC(=O)C(NC(C)=O)CCCN(O)C(=O)/C=C(\C)CCOC(=O)C(NC(C)=O)CCCN(O)C(=O)/C=C(\C)CCOC1=O (centres undefined)	i	0.1	i	i	i	i	-5.6	i	i	i	1.2
CCN(CC)CC(=O)c1c[nH]c2ccccc12	i	-0.1	i	i	i	i	-1.4	i	i	i	-4.0
CN(C[C@H](Cc1ccccc1)N(C[C@H](Cc1cccc2ccccc12)N(CCc1ccccc1)N=O)N=O)N=O	i	-0.5	i	i	i	i	1.9	i	i	i	0.3
CCOC(=O)N1CCC(N(CCN(C)C)C(=S)Nc2cc(C)cc(C)c2)CC1	i	-0.3	i	i	i	i	1.4	i	i	i	-1.6
Cc1cccc(-n2nnc3cnn(C)c3c2=O)c1	i	-0.3	i	i	i	i	3.0	i	i	i	-3.6
O=S(=O)(NN=C1CCCCCC1)c1ccc(Cl)cc1	i	0.0	i	i	i	i	-2.3	i	i	i	-9.9
COCOc1ccc(-c2oc3c(C/C=C(\C)CCC=C(C)C)ccc(O)c3c(=O)c2OCOC)c(OCOC)c1	i	0.1	i	i	i	i	5.6	i	-6.9*	i	0.7
O=C(CCSc1nnc(-c2ccco2)o1)Nc1ccccc1	i	0.5	i	i	i	i	-2.9	i	i	i	-4.7
O=C(O)CC/C(=N/NC(=O)CNC(=O)Cc1ccc(Cl)cc1)c1ccccc1	i	2.0	i	i	i	i	-6.1	i	i	i	1.7
Cc1ccc(C(C(=O)NC2CCCC2)N(C(=O)c2csnn2)c2cccc(F)c2)o1 (centres undefined)	i	0.2	i	i	i	i	-8.0	i	i	i	7.4
O=C(C1CCCN(Cc2ccc(Cl)cc2)C1)N1CCCCC1 (centres undefined)	i	0.8	i	i	i	i	-2.4	i	i	i	-1.4
O=C(CN1CCOCC1)Nc1nc2ccc(Cl)cc2s1	i	0.0	i	i	i	i	-3.2	i	i	i	4.1
O=C(NNC(=O)c1cc(OCC(F)(F)F)ccc1OCC(F)(F)F)c1ccc(Cl)c(Cl)c1	i	0.6	i	i	i	i	7.6	i	i	i	2.6
O=C(COC(=O)c1cccc(NC(=O)c2ccco2)c1)c1ccc(Br)cc1	i	1.9	i	i	i	i	4.9	i	i	i	-0.1
COc1ccc(C(=O)NCc2nnc(SCC(=O)N3CCCC3)o2)cc1	i	-0.1	i	i	i	i	9.1	i	i	i	10.1
CNC(=S)Nc1cc(Cl)ccc1Oc1ccccc1	i	0.1	i	i	i	i	-2.2	i	i	i	20.4
Cc1nn(CC(=O)N2CCN(C)CC2)c(=O)c2c1sc1ccccc12	i	-0.1	i	i	i	i	-3.5	i	i	i	3.5
Cc1cc(C)c(C(=O)CSc2nnc(N)s2)c(C)c1	i	-0.2	i	i	i	i	1.1	i	i	i	2.9
COc1ccc(C(=O)/C=C\c2ccc(NC(=O)c3cccs3)cc2)cc1	i	2.3	i	i	i	i	14.2	i	i	i	0.0
COc1ccc(NC(=O)CCC(=O)N2CCN(S(=O)(=O)c3ccc(C)cc3)CC2)c(OC)c1	i	-0.7	i	i	i	i	-0.4	i	i	i	-0.7
Cc1nn(-c2cc(N3CCCCC3)ccc2N)c(=O)c2ccccc12	i	0.1	i	i	i	i	1.6	i	i	i	5.7
Cc1ccc(/C=N/n2c(COc3ccccc3)n[nH]c2=S)cc1	i	-3.7	i	i	i	i	5.8	i	i	i	0.1
CCOc1ccccc1/C=N/NC(=O)c1cccc(S(=O)(=O)N(CC)CC)c1	i	-0.3	i	i	i	i	-2.1	i	i	i	11.1
Cc1cc(C)nc(Nc2cccc(C(F)(F)F)c2)n1	i	0.5	i	i	i	i	9.8	i	i	i	3.2
COc1ccccc1N1CCN(C(=O)c2ccccc2N(C)S(=O)(=O)c2ccc(C)cc2)CC1	i	-0.1	i	i	i	i	20.1	i	i	i	-2.2
CN(C)CCNC(=O)Cc1ncc(C(F)(F)F)cc1Cl	i	0.1	i	i	i	i	8.4	i	i	i	-8.0
Cc1cc2nc3c(c(=O)n2[nH]1)CCCC3	i	-0.2	i	i	i	i	-5.9	i	i	i	-3.9
CC(C)(C)NC(=O)C(c1ccc(O)cc1)N(Cc1ccco1)C(=O)CCC(=O)Nc1ccccn1 (centres undefined)	i	0.0	i	i	i	i	1.3	i	i	i	5.1
The results go on:
SMILES	TRPC6 activator	HIF activator	MrgX1 ag	RGS4 pot	RGS4 block	TRPC4 block	SKKanGAS inh	MrgX1 allo act	MrgX1 antag	TRPC6 inh	Platelet DG rel
O=C(NCCc1ccccc1)c1ccc(Br)o1	i	3.2	i	i	i	i	-0.2	i	i	i	-0.5
Cc1nc2ccccc2nc(C)c1=NOCc1ccc(Cl)cc1Cl	i	0.7	i	i	i	i	-5.3	i	i	i	-20.7
COc1ccc(CN2CCC(n3nccc3NC(=O)CCOc3ccccc3)CC2)cc1C	i	-0.5	i	i	i	i	-0.2	i	i	i	-11.5
O=C(c1ccccc1)N1N=C(c2ccc(F)cc2)CC1(O)C(F)(F)F (centres undefined)	i	0.0	i	i	i	i	-1.9	i	i	i	1.1
O=C(CSc1nncn1-c1ccccc1)NC1CCCC1	i	0.5	i	i	i	i	-7.7	i	i	i	6.1
O=C(CN1CCC(C(=O)c2ccc(Cl)cc2)CC1)Nc1ccc2c(c1)OCCO2	i	74.4*	i	i	i	i	-3.0	i	i	i	-6.6
COC(=O)c1ccc(SC)cn1	i	0.0	i	i	i	i	-1.3	i	i	i	-0.1
